mHTT CaM bind: mutant huntingtin-calmodulin interaction inhibitors – biochemical, AlphaScreen, primary screen; P42858; AlphaScreen His-mHTT/GST-CaM binding, luminescence; inhibition, % at 15 µM; actives 3.6% (n = 190,000);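 also: 0% = both proteins with DMSO and 100% = one protein alone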
Pf apPOL inh: Pf-apPOL inhibitors, biochemical, fluorescence | Recombinant Pf-apPOL, molecular beacon fluorescence, 1.5 h | AID 1794808, 2022 | actives 0.25% (n = 210,000) | inhibition, % at 10 µM
* = called active by the depositor; x = not tested or not shown; & = joins results of further samples. Rule as the data show it: active = inhibition above about 50%; inactive = the rest.

The opening three compounds, to show the layout:
SMILES | mHTT CaM bind | Pf apPOL inh
Cc1nc2cc(N=Cc3cccc([N+](=O)[O-])c3)ccc2n1C | 12 | -2
COc1ccc(C(=O)Nc2cc(-c3cccnc3)no2)cc1 | -16 | 5
OCC1(CO)COC2(CCN(Cc3ccccc3)CC2)N1 | 0 | -2

All compounds of this part, from the first entry:
SMILES | mHTT CaM bind | Pf apPOL inh
Cc1nc2cc(N=Cc3cccc([N+](=O)[O-])c3)ccc2n1C | 12 | -2
COc1ccc(C(=O)Nc2cc(-c3cccnc3)no2)cc1 | -16 | 5
OCC1(CO)COC2(CCN(Cc3ccccc3)CC2)N1 | 0 | -2
Cc1nccn1Cc1noc(-c2cccc(F)c2)n1 | -13 | -1
Cc1nc(-c2cccnc2)nc2c1CCC(=O)N2CCC1=CCCCC1 | 57* | 5
CCN(CCN(C)C)Cc1ccc(OC)c(OC)c1 | 0 | 2
COc1cccc(CNC(=O)c2ccc(N3CCNC(c4ccccc4)C3)nc2)c1 (stereo not drawn) | 33 | -7
COCCCNC(=O)CSc1nc2nc(C)c(Cc3c(F)cccc3Cl)c(C)n2n1 | 4 | 21
CCCNc1ccc(-c2nc(-c3ccc(C)cc3)no2)cn1 | -7 | 1
C=C(NCc1ccco1)c1ccc(Cl)cc1 | x | 0
Cc1ccnc(Nc2nc(C)c(C(=O)N3CCC(C)CC3)s2)c1 | 15 | -4
N#Cc1cc2c(nc1SCC(=O)c1ccc(Cl)cc1)CCC2 | -9 | -1
Cc1nn2cc(-c3ccc(Cl)cc3)nc2s1 | -11&-4 | 5&5
NC(=O)C(=O)Nc1ccc(Cl)c(Cl)c1 | -17 | -2
Cc1noc(COC2CCN(C(=O)c3ccc4ncccc4c3)CC2)n1 | 5 | -2
COc1ccc(C2=N/C(=C\c3ccc(C(C)(C)C)cc3)C(=O)O2)cc1[N+](=O)[O-] | 4 | 2
CCC(=O)Nc1ccc(C2(C(=O)N3CCN(c4ccccc4OC)CC3)CCC2)cc1 | 4 | -1
c1ccc(Cn2cnnc2C2CCCN(Cc3ccsc3)C2)cc1 (stereo not drawn) | 4 | -4
N#Cc1ccc[n+](CC(=O)c2ccc(Br)cc2)c1 | 28 | 10
Cc1cccc(C2CCCN2C(=O)c2cc(-c3ccccc3)no2)c1 (stereo not drawn) | -7 | -2
O=c1onc(-c2ccc(Cl)cc2Cl)n1-c1cccnc1 | x | -3
O=C1N=C(N2CCN(Cc3ccccc3)CC2)S/C1=C\c1ccccc1 | 40 | 0
CN(C)C(=O)C1=C(c2ccccc2)OCCS1 | 4 | -3
O=C(O)c1ccc(C(=O)O)c(-c2ccccc2)c1 | -7 | 7
CC(=O)Nc1nonc1-c1nc2ccccc2n1CC1CC1 | -1 | -10
The results go on:
SMILES | mHTT CaM bind | Pf apPOL inh
CCOc1ccc(C(=O)N2CCC(c3nc(-c4ccc(NC(C)=O)cc4)no3)CC2)cc1 | 27 | -5
O=C(CSc1nc2c(c(=O)n1-c1ccccc1)SCC2)Nc1cccc(F)c1 | -5 | 0
O=C(NCc1c(Cl)cccc1Sc1ccc(Cl)cc1)Nc1ccc(C(F)(F)F)cc1 | x | -6&-4
COc1cccc(C(=O)COC(=O)Cc2ccc(OC)c(Br)c2)c1 | -56 | 0
COc1ccc(C(=O)NCCc2ccc(F)cc2)cc1 | -4 | -3
CC(C)CNC(=O)C1CC(=O)N(c2ccc(OCC(=O)NCc3ccccc3)cc2)C1 (stereo not drawn) | -12 | -2
CCC(Sc1nc(C)cc(=O)[nH]1)C(=O)Nc1nc(-c2ccccc2)cs1 (stereo not drawn) | 21 | 0
CC(CCC(=O)NN=Cc1c[nH]c2ccccc12)C1CCC2C3C(O)CC4CC(O)CCC4(C)C3CCC12C (stereo not drawn) | 100* | -3
CC1CCN(c2nc(-c3ccco3)cc(C(F)(F)F)n2)CC1 | -32 | 1
COc1ccc(NC(=O)c2cnn3c(C(F)(F)F)cc(-c4ccco4)nc23)cc1 | -2 | 1
O=C(O)/C=C/C(=O)N1CCN(C(=O)/C=C/C(=O)O)CC1 | -3 | x
COc1ccc(NC(=O)COc2c(C)cc(Cl)cc2Cl)cc1OC | 9 | -7
C=CCNC(=O)c1ccc(OCc2ccccc2)cc1 | -15 | -4
Cc1cccn2c(=O)c(C=O)c(N3CCCC3)nc12 | -2 | -19
CCCNC(=O)Cn1cnc2sc(C(=O)N(C)CCc3ccccn3)c(C)c2c1=O | -6 | -6
Cc1ccc(S(=O)(=O)C(C#N)=C2SCCS2)cc1 | x | -3
Cn1cc(C(c2cccs2)c2cn(C)c3ccccc23)c2ccccc21 | 4 | -4
COc1cc2c(cc1OC)CN(Cc1ccc(Cl)cc1)CC2 | 6 | 1
Cn1c(=O)c2c(nc(Cl)n2Cc2ccc(Cl)cc2)n(C)c1=O | 1 | 6
Cc1ccc(C(=O)N2CCc3c(c(-c4nc(-c5ccc(F)cc5)no4)nn3C)C2)s1 | 7 | 2
O=C(CSc1nccc(-c2cccs2)n1)c1ccccc1 | x | -5&2
O=C(C1CCCCC1)N1CC(=O)N2CCc3ccccc3C2C1 (stereo not drawn) | x | -1
O=C(CNC(=O)C1CCCCC1)Nc1nc(CC23CC4CC(CC(C4)C2)C3)cs1 | -3 | -4
COc1cccc(OCC(O)CN2CCN(Cc3ccccc3)CC2)c1 (stereo not drawn) | -4 | -4
Cn1cc2c3c(cccc31)CN(C(=O)C1CCCC1)CC2 | 39 | -4
(list continues)
SMILES | mHTT CaM bind | Pf apPOL inh
Cc1ccc(F)cc1N1C(=O)CSC1c1cccc(F)c1 (stereo not drawn) | -7 | 0
COCc1cc(C)nc2sc(C(=O)Nc3ccccc3Cl)c(N)c12 | -23&-17 | -5&-5
O=C(Nc1cccc(O)c1)c1ccc(F)cc1 | 4 | -2
COc1ccc(-c2cc(C(=O)Nc3cc(Cl)ccc3Cl)no2)cc1 | -2 | -2
Cc1ccc(CNC(=O)c2c(C)sc3ncnc(N4CCCC4)c23)cc1 | 44 | -1
Cc1ccc(Oc2c(C)nc(C)[nH]c2=O)cc1 | x | -6
O=C(Nc1ccc2c(c1)oc1ccccc12)c1cc([N+](=O)[O-])ccc1Cl | 0 | 5
CC1(C)CC(=O)C2=C(C1)OC(c1ccc(F)cc1)C(C#N)=C2N (stereo not drawn) | -2 | -1
CCN(CC)c1ccc(C=NCCNS(=O)(=O)c2ccc(C)cc2)cc1 | -1 | 3
CN(C)c1ccc(C=Nc2ccc(S(N)(=O)=O)cc2)cc1 | -3&23 | 22
CC1(C(=O)NCc2ccccc2)CCCN(S(=O)(=O)c2cccs2)C1 (stereo not drawn) | -2 | -2
COc1cc(NC(=O)c2ccc(Cn3nc(C)c(Br)c3C)o2)cc(OC)c1OC | 35 | 10
CCc1cccc(CC)c1NC(=O)c1ccc([N+](=O)[O-])cc1 | 1 | 0
COc1ccc(OC)c2[nH]c(=O)c(CCNC(=O)c3cccc(F)c3)cc12 | 26 | -8
O=c1c(Cc2ccccc2)c(O)nc2n1CCS2 | 1&-4 | -2&0
COc1ccc(NC(=O)CS(=O)(=O)c2cn(C)c3ccccc23)cc1 | -2 | -4
CC1CCN(S(=O)(=O)N2CCCC(C(=O)NC(C)c3ccccc3)C2)CC1 (stereo not drawn) | -9 | -15
O=C(COc1ccc(Br)cc1)Nc1ccccc1 | -20 | 0
COc1ccc(CN2CCN(S(=O)(=O)c3cccc(Cl)c3Cl)CC2)c(OC)c1OC | 2 | -14
Cc1cc(C(=O)Nc2c(C)cccc2C)ccc1[N+](=O)[O-] | 0 | -3
COc1ccccc1C1=NOC(C(=O)NCCN2CCOCC2)C1 (stereo not drawn) | -4 | -6
COCCNC(=O)C1CCN(c2ncccc2-c2nc(-c3ccccc3)no2)CC1 | -5 | -4
O=S1(=O)N[C@H](Cc2ccccc2)COc2cccc(N3CCSCC3)c21 | 0 | -3
OC1(C(F)(F)F)CC(C23CC4CC(CC(C4)C2)C3)=NN1 (stereo not drawn) | x | -4
O=C1C2C3C=CC(C3)C2C(=O)N1NC(=O)C12CC3CC(CC(C3)C1)C2 (stereo not drawn) | -2 | -6
Next part
SMILES | mHTT CaM bind | Pf apPOL inh
COc1ccc(Oc2c(C)oc3cc(OCC(=O)O)ccc3c2=O)cc1 | 2 | -2
CCOc1ccc(NC(=O)CSc2nnc(-c3cccc(N)c3)n2C)cc1 | 3 | -1
CC(C)OC(=O)COc1ccc2c(c1)OC(=Cc1ccc3c(c1)OCO3)C2=O | -5 | 3
COc1ccc(C=C2Oc3cc(OC(=O)C4CCCCC4)ccc3C2=O)c(OC)c1OC | -7 | -7
Cc1c(C(=O)Nc2ccccc2Cl)oc2ccc(S(=O)(=O)N3CCCCCC3)cc12 | -7 | -5
CCNC(=O)c1c(N)sc2c1CCCCC2 | 50 | 0
COc1ccc(C(=O)N2CCN(c3cccc(C)c3)C(=O)C2C)cc1 (stereo not drawn) | 0 | -1
Nn1cnn2c(SCC(=O)Nc3ccccn3)nnc12 | -6 | -1
CCCn1cc2c3c(cccc31)CN(C(=O)Nc1cc(OC)c(OC)c(OC)c1)CC2 | 2 | -1
Cc1ccc(NC(=O)N2CCCC(CC(=O)N3CCN(c4cccc(C)c4C)CC3)C2)cc1 (stereo not drawn) | 32 | -2
CN1Cc2nnn(Cc3ccccc3)c2-c2cc(N3CCCC3)ccc2S1(=O)=O | -2 | -2
CCOc1cccc(CNC(=O)C2c3ccccc3CC(=O)N2CC)c1 (stereo not drawn) | -4 | 0
CCn1cc(CNC(=O)c2ccc([N+](=O)[O-])cc2)cn1 | -2 | 1
O=C(C1COc2ccccc2O1)N1CCN(C(=O)C2CC2c2ccc(F)cc2)CC1 (stereo not drawn) | 2 | -5
CCSc1nc2ccccc2n1C(=O)c1ccc(S(=O)(=O)N2CCOCC2)cc1 | -5 | 2
Cc1ccc(CN2CCCC2c2cc(C)on2)c(C)c1 (stereo not drawn) | -27 | -3
c1cc2c(cc1CN1CCN(C3CCCC3)CC1)OCO2 | 1 | 4
CC(=O)Oc1ccccc1C=C1SC(=S)N(CC(=O)O)C1=O | 11 | -2
O=C1N(c2cccc(F)c2)c2ncccc2S(=O)(=O)N1Cc1ccc(F)cc1 | 0 | 10
Cc1ccc(N(CC(=O)N2CCN(c3ccccc3)CC2)S(C)(=O)=O)cc1 | 3 | -1
O=C(NCc1ccccc1)N1CCC(n2c(-c3ccoc3)nc3cccnc32)C1 (stereo not drawn) | 8 | 1
O=C(c1ccc(Br)cc1)N1CCC(Cc2nnc(-c3ccccc3)o2)CC1 | -3 | -3
Cc1ccc(NC(=O)CCc2ccccc2)cc1F | -20 | 1
CC1CCCC(NC(=O)CCSCc2ccccc2Cl)C1C (stereo not drawn) | -3 | -10
O=C(COc1ccccc1)NC1CC2CCC1C2 (stereo not drawn) | -8 | -15

Reprinted at random: 7 records from the list, in no set order.
SMILES | mHTT CaM bind | Pf apPOL inh
COc1ccc(Oc2c(C)oc3cc(OCC(=O)O)ccc3c2=O)cc1 | 2 | -2
CCSc1nc2ccccc2n1C(=O)c1ccc(S(=O)(=O)N2CCOCC2)cc1 | -5 | 2
O=C(c1ccc(Br)cc1)N1CCC(Cc2nnc(-c3ccccc3)o2)CC1 | -3 | -3
CCOc1ccc(NC(=O)CSc2nnc(-c3cccc(N)c3)n2C)cc1 | 3 | -1
Cc1ccc(N(CC(=O)N2CCN(c3ccccc3)CC2)S(C)(=O)=O)cc1 | 3 | -1
O=C(NCc1ccccc1)N1CCC(n2c(-c3ccoc3)nc3cccnc32)C1 (stereo not drawn) | 8 | 1
CCOc1cccc(CNC(=O)C2c3ccccc3CC(=O)N2CC)c1 (stereo not drawn) | -4 | 0

The listing continues.
SMILES | mHTT CaM bind | Pf apPOL inh
CCOc1ccccc1CN1CCC(C(=O)N2CCN(c3ccccc3)CC2)CC1 | 12 | -3
CCc1ccc(C(O)CN2CCN(c3ccc(OC)cc3)CC2)cc1 (stereo not drawn) | 10 | -1
CC(=O)N1CCc2cc(Br)cc(S(=O)(=O)N3CCC(C)CC3)c21 | 3 | -3
Cn1cc(C(=O)N2CCN(C3CCCCC3)CC2)c2cccnc21 | 0 | -3
COc1cccc2cc(-c3cc(=O)oc4ccc(C(C)C)cc34)oc12 | -33 | -10
O=C(CCS(=O)(=O)c1cccc2nsnc12)NCC1COc2ccccc2O1 (stereo not drawn) | 2 | 0
COc1ccc(C2CC(=O)N(C)c3c2c(C)nn3-c2nc(C)cc(C)n2)c(OC)c1 (stereo not drawn) | -4 | -1
Cc1cccc(Cl)c1NC(=O)CN1C(=O)NC2(CCC(C)CC2)C1=O (stereo not drawn) | 3 | -8
COc1ccc(-c2ncc(NC(=O)C3CCCO3)cn2)cc1 (stereo not drawn) | -8 | 2
O=C(NCc1ccccc1)C(=O)NCc1ccncc1 | -2 | 4

Some of the entries so far, as tab-separated lines.
Molecule	mHTT CaM bind	Pf apPOL inh
Cc1noc(COC2CCN(C(=O)c3ccc4ncccc4c3)CC2)n1	5	-2
N#Cc1ccc[n+](CC(=O)c2ccc(Br)cc2)c1	28	10

Ordered by number of heavy atoms (descending): some entries from above.
SMILES | mHTT CaM bind | Pf apPOL inh
COc1ccc(C2CC(=O)N(C)c3c2c(C)nn3-c2nc(C)cc(C)n2)c(OC)c1 (stereo not drawn) | -4 | -1
O=C(CCS(=O)(=O)c1cccc2nsnc12)NCC1COc2ccccc2O1 (stereo not drawn) | 2 | 0
COc1cccc2cc(-c3cc(=O)oc4ccc(C(C)C)cc34)oc12 | -33 | -10
Cn1cc(C(=O)N2CCN(C3CCCCC3)CC2)c2cccnc21 | 0 | -3
